High-throughput results as filed in PubChem BioAssay.
Mcl1-Noxa inh: disrupts binding of human Mcl-1 to Noxa peptide; Q07820; TR-FRET Mcl-1/Noxa peptide binding, 2 h; inhibition, % at 21.7 µM; 220,000 tested, 1.5% active; AID 1022;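 active means compounds that cut the protein-peptide binding signal by more than 50% relative to plate controls in a single-dose test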;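 further: His-tagged Mcl-1 with rhodamine Noxa BH3 peptide and terbium anti-His antibody; 0% = Mcl-1 plus Noxa peptide wells and 100% = peptide-only wells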
Pf gametocyte: kills late stage P. falciparum gametocytes. inhibition, % at 10.9 µM. 150,000 tested, 0.065% active. P. falciparum stage V gametocytes, ATP luminescence, 24 h;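 active means inhibition above the mean plus 3 SD of compounds within the control limits, set per campaign, cut at about 38% in these data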;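 further: 0% = DMSO wells and 100% = medium only without gametocytes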
RGS8-Gao: modulates binding of RGS8 to human Galphao. P09471. 220,000 tested, 0.34% active. multiplexed bead flow cytometry; actives lie on both sides. response (percent of control binding), % at 10 µM; in the data active means response below about 60% or above about 140%; inactive means in between;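 further: Galphao activated as the GDP aluminium fluoride complex binding bead-coupled RGS8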
GSH fluor: GSH bead compound fluorescence profile; GSH beads flow cytometry, compound fluorescence 488/530 nm; active compounds read high; 190,000 tested, 0.25% active; fluorescence (KMESF) at 10 µM; AID 1776; in the data active means fluorescence above about 89;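 further: glutathione beads carrying GST-tagged Bcl family fusion proteins plus one bare bead set; values are compound well signal with DMSO vehicle wells as background; inactives centre near 16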
Avidin fluor: compound fluoresces at 488/530 nm on avidin beads; compound fluorescence 488/530 nm, flow cytometry; active compounds read high; fluorescence (KMESF) at 10 µM; 220,000 tested, 0.38% active; in the data active means fluorescence above about 47; further: inactives centre near 10
RGS4-Gao reg: modulates binding of RGS4 to human Galphao | 220,000 tested, 0.33% active | P09471 | Multiplexed bead flow cytometry; actives lie on both sides | binding response (% of control), % at 10 µM; in the data active means binding response below about 49% or above about 150%; inactive means in between;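 further: fluorescent Galphao activated with aluminum fluoride binding bead-coupled RGS4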
Mcl1 Bid PPI: disrupts binding of human Mcl-1 to Bid peptide; Q07820; 220,000 tested, 0.97% active; inhibition, % at 21.7 µM; TR-FRET Mcl-1/Bid-Dy647 peptide binding, 1536-well;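 active means compounds that cut the binding signal by more than half at the single screening dose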;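 further: His-tagged Mcl-1 with europium anti-His antibody binding Bid BH3 peptide; 0% = Mcl-1 plus peptide wells and 100% = peptide-only wells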
ABCB1 block: human ABCB1 inhibition, ABCG2 as counter-screen; P08183; CCRF-Adr cells, JC-1 efflux, flow cytometry; inhibition, % at 6.6 µM; 190,000 tested, 0.067% active; AID 1326; in the data active means inhibition above about 40%;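 further: 0% = vehicle and 100% = reference inhibitor; higher value means more JC-1 retained so stronger ABCB1 efflux block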
Target sequence (P08183 whole entry, looked up): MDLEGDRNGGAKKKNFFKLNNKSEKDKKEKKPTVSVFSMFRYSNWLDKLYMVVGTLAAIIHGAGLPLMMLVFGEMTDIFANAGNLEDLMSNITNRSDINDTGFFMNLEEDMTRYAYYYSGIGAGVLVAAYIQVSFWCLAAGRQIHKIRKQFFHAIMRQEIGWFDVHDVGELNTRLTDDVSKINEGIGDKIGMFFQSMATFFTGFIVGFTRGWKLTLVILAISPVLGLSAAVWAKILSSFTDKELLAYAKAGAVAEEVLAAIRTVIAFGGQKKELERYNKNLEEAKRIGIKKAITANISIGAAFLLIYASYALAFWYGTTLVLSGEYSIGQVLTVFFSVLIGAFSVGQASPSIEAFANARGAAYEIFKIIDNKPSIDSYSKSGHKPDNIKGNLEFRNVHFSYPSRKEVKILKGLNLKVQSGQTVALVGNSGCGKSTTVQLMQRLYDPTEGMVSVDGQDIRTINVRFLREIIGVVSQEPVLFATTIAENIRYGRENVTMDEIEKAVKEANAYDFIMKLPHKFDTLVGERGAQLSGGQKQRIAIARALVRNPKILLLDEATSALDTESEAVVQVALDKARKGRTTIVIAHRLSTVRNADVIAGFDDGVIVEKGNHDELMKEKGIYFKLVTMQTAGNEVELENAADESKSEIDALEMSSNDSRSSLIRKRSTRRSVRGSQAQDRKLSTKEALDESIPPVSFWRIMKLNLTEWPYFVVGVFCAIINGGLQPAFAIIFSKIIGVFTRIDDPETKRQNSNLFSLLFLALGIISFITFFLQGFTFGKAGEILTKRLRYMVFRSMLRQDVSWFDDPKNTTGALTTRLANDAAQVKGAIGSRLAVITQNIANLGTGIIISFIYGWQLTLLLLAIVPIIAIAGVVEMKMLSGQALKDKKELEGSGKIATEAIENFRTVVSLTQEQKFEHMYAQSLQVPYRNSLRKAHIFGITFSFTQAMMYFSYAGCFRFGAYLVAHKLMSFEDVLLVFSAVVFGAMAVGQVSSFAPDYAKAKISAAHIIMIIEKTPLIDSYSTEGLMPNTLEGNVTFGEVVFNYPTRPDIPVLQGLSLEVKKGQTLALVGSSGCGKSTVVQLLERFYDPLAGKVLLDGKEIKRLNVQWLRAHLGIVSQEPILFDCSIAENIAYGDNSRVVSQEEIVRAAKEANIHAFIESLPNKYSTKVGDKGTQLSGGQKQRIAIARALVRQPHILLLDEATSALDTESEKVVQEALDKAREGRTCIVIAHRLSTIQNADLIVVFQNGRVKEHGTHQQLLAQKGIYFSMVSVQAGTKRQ
Bim-Mcl-1: human Bim-Mcl-1 interaction inhibition; inhibition, % at 10 µM; 190,000 tested, 0.1% active; Bead-based flow cytometry, Bim peptide-Mcl-1 binding; Q07820; in the data active means inhibition above about 40%;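 further: 0% = no compound tracer wells and 100% = peptide blocker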
RGS7-Gao reg: modulates binding of RGS7 to human Galphao; P09471; Multiplexed bead flow cytometry; actives lie on both sides; binding response (% of control), % at 10 µM; 220,000 tested, 0.35% active; in the data active means binding response below about 49% or above about 150%; inconclusive means no clear call, values can overlap the other calls; inactive means in between;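 further: fluorescent Galphao held in activated GDP-AlF4 state binding bead-coupled RGS7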
ABCG2 block: inhibitors of human ABCG2 transporter, ABCB1 counter-screen; AID 1325; 190,000 tested, 0.1% active; inhibition, % at 6.6 µM; Q9UNQ0; IgMXP3 cells, JC-1 efflux, flow cytometry;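 active means inhibition above 80%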;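 further: 0% = DMSO and 100% = nicardipine control wells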
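System: two drug-resistant human cell lines, ABCG2 and ABCB1; controls: nicardipine high and DMSO low controls; times: 10 min exposure at 25 °C with rotation, no wash; detection: flow cytometry of retained JC-1 fluorescence; read-out basis: percent efflux inhibition, scaled nicardipine 100% to DMSO 0%; doses: one concentration, 6.6 µM final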
An asterisk follows results filed as active.

CCc1cc(C(=O)NNC(=O)CCl)sc1C was read as Mcl1-Noxa inh -1.5, RGS8-Gao 91.7, GSH fluor 23, Avidin fluor 10, RGS4-Gao reg 91.3, Mcl1 Bid PPI -20.0, ABCB1 block 1.1, Bim-Mcl-1 -2.0, RGS7-Gao reg 89.5 and ABCG2 block 5.4.
NC(=O)C1CCN(C(=S)c2cccs2)CC1 was read as Mcl1-Noxa inh 11.0, RGS8-Gao 106.6, GSH fluor 16, Avidin fluor 8, RGS4-Gao reg 109.0, Mcl1 Bid PPI -83.2, ABCB1 block 0.1, Bim-Mcl-1 4.0, RGS7-Gao reg 102.9 and ABCG2 block 0.5.
Screening NC(=O)CC(NC(=O)Cc1cccc2ccccc12)c1ccc(N2CCC(Br)CC2)c([N+](=O)[O-])c1 (stereo not given) returned Mcl1-Noxa inh -2.9, Pf gametocyte -6.8, RGS8-Gao 101.0, Avidin fluor 15, RGS4-Gao reg 104.5, Mcl1 Bid PPI -26.7 and RGS7-Gao reg inconclusive.
`Nc1nc(Sc2c([N+](=O)[O-])cc(C(F)(F)F)cc2[N+](=O)[O-])n[nH]1` gave Mcl1-Noxa inh 6.0, Pf gametocyte -0.1, RGS8-Gao 99.2, Avidin fluor 8, RGS4-Gao reg 103.6, Mcl1 Bid PPI -35.2 and RGS7-Gao reg inconclusive.
Screening CC12CC(NC(=O)N1c1ccc(C(=O)N3CCN(c4ccc(F)cc4)CC3)cc1)c1ccccc1O2 (stereo not given) returned Mcl1-Noxa inh 16.9, Pf gametocyte 0.2, RGS8-Gao 101.6, GSH fluor 23, Avidin fluor 11, RGS4-Gao reg 96.5, Mcl1 Bid PPI -36.0, ABCB1 block 1.6, Bim-Mcl-1 -5.0, RGS7-Gao reg 97.2 and ABCG2 block 32.2.
COc1cccc(Oc2cncnc2-c2ccc(OC)cc2O)c1 was read as Mcl1-Noxa inh 9.7, RGS8-Gao 98.9, GSH fluor 45, Avidin fluor 5, RGS4-Gao reg 95.5, Mcl1 Bid PPI -8.4, ABCB1 block -0.1, Bim-Mcl-1 0.0, RGS7-Gao reg 93.3 and ABCG2 block 0.5.
`NC(=O)C1CCN(C(=O)c2ccco2)CC1` gave Mcl1-Noxa inh -14.8, RGS8-Gao 89.6, GSH fluor 14, Avidin fluor 4, RGS4-Gao reg 98.6, Mcl1 Bid PPI 3.2, ABCB1 block 0.4, Bim-Mcl-1 -7.0, RGS7-Gao reg 98.5 and ABCG2 block 1.4.
Screening CCC(=O)NCCNc1nc2cc(C)cc(C)c2cc1C#N returned Mcl1-Noxa inh 2.3, Pf gametocyte 19.6, RGS8-Gao 101.2, GSH fluor 14, Avidin fluor 11, RGS4-Gao reg 99.8, Mcl1 Bid PPI -9.7, ABCB1 block 0.7, Bim-Mcl-1 -4.0, RGS7-Gao reg 100.6 and ABCG2 block 3.2.
Screening Clc1ccc(CSc2ncccn2)cc1 returned Mcl1-Noxa inh -12.5, Pf gametocyte 16.5, RGS8-Gao 97.5, GSH fluor 23, Avidin fluor 12, RGS4-Gao reg 99.1, Mcl1 Bid PPI -20.6, ABCB1 block -0.2, Bim-Mcl-1 -3.0, RGS7-Gao reg 100.4 and ABCG2 block 2.8.
Screening C=CCn1c(=O)c2ccccc2n2c(SCc3nc(N)nc(Nc4ccccc4C)n3)nnc12 returned Mcl1-Noxa inh 6.0, Pf gametocyte 8.8, RGS8-Gao 90.9, GSH fluor 27, Avidin fluor 12, RGS4-Gao reg 98.2, Mcl1 Bid PPI 10.2, ABCB1 block 0.1, Bim-Mcl-1 -3.0, RGS7-Gao reg 103.9 and ABCG2 block 15.2.
`COc1ccc(CCNC(=O)/C=C/c2ccc(C)cc2)cc1OC` gave Mcl1-Noxa inh 13.2, Pf gametocyte -57.0, RGS8-Gao 103.4, GSH fluor 22, Avidin fluor 12, RGS4-Gao reg 102.6, Mcl1 Bid PPI -11.2, ABCB1 block 1.2, Bim-Mcl-1 -3.0, RGS7-Gao reg 101.2 and ABCG2 block 6.2.
For CN(C)/C=C1\C(=O)N(c2ccc(Cl)c(Cl)c2)CS1(=O)=O the results were Mcl1-Noxa inh 15.2, RGS8-Gao 106.9, GSH fluor 10, Avidin fluor 24, RGS4-Gao reg 103.6, Mcl1 Bid PPI -6.6, ABCB1 block -0.3, Bim-Mcl-1 -2.0, RGS7-Gao reg 104.0 and ABCG2 block -0.6.

Compounds above with a thiophene ring, fused or not, in the order listed:
CCc1cc(C(=O)NNC(=O)CCl)sc1C was read as Mcl1-Noxa inh -1.5, RGS8-Gao 91.7, GSH fluor 23, Avidin fluor 10, RGS4-Gao reg 91.3, Mcl1 Bid PPI -20.0, ABCB1 block 1.1, Bim-Mcl-1 -2.0, RGS7-Gao reg 89.5 and ABCG2 block 5.4.
NC(=O)C1CCN(C(=S)c2cccs2)CC1 was read as Mcl1-Noxa inh 11.0, RGS8-Gao 106.6, GSH fluor 16, Avidin fluor 8, RGS4-Gao reg 109.0, Mcl1 Bid PPI -83.2, ABCB1 block 0.1, Bim-Mcl-1 4.0, RGS7-Gao reg 102.9 and ABCG2 block 0.5.

New compounds follow
`COc1ccc(S(=O)(=O)N2CCOCC2)cc1NC(=O)c1ccccc1-c1ccc(C(F)(F)F)cc1` gave Mcl1-Noxa inh 6.0, RGS8-Gao 102.1, GSH fluor 11, Avidin fluor 10, RGS4-Gao reg 102.8, Mcl1 Bid PPI -6.3, ABCB1 block 0.7, Bim-Mcl-1 0.0, RGS7-Gao reg 107.6 and ABCG2 block 3.0.
Screening Cc1cccc(N2CCN(C(=O)c3cc(=O)[nH]c4ccccc34)CC2)c1C returned Mcl1-Noxa inh 0.3, Pf gametocyte 23.8, RGS8-Gao 100.8, GSH fluor 12, Avidin fluor 8, RGS4-Gao reg 98.7, Mcl1 Bid PPI -13.5, ABCB1 block 0.3, Bim-Mcl-1 -3.0, RGS7-Gao reg 98.8 and ABCG2 block 11.1.
Cn1c(-[n+]2c(-c3ccccc3)cc(-c3ccccc3)cc2-c2ccccc2)nc2c([N+](=O)[O-])cccc21 was read as Mcl1-Noxa inh 41.7, Pf gametocyte -38.9, RGS8-Gao 99.5, GSH fluor 22, Avidin fluor 4, RGS4-Gao reg 93.9, Mcl1 Bid PPI 19.2, ABCB1 block 0.7, Bim-Mcl-1 0.0, RGS7-Gao reg 97.2 and ABCG2 block 11.0.
`Cc1cc(/C=C2/NC(=O)NC2=O)c(C)n1-c1ccc(C#N)cc1` gave Mcl1-Noxa inh 6.7, Pf gametocyte -22.6, RGS8-Gao 102.3, GSH fluor 15, Avidin fluor 15, RGS4-Gao reg 99.3, Mcl1 Bid PPI -66.3, ABCB1 block 0.2, Bim-Mcl-1 -2.0, RGS7-Gao reg 101.2 and ABCG2 block 36.6.
For N#C/C(=C\C=C\c1ccccc1)c1nc(-c2ccc3c(c2)OCO3)cs1 the results were Mcl1-Noxa inh -7.2, Pf gametocyte -16.5, RGS8-Gao 93.2, GSH fluor 22, Avidin fluor 10, RGS4-Gao reg 100.5, Mcl1 Bid PPI -19.1, ABCB1 block -2.2, Bim-Mcl-1 -1.0, RGS7-Gao reg 98.5 and ABCG2 block -13.8.
Screening O=C(O)CSC1CC(=O)N(c2ccc(Cl)cc2)C1=O (stereo not given) returned Mcl1-Noxa inh 16.0, RGS8-Gao 102.9, GSH fluor 25, Avidin fluor 6, RGS4-Gao reg 105.9, Mcl1 Bid PPI -0.9, ABCB1 block 0.1, Bim-Mcl-1 -13.0, RGS7-Gao reg 102.0 and ABCG2 block -0.5.
For COc1ccc(C(CNC(=O)c2oc3ccc(Br)cc3c2C)N2CCCCC2)cc1 (stereo not given) the results were Mcl1-Noxa inh -9.9, Pf gametocyte -12.4, RGS8-Gao 100.7, GSH fluor 13, Avidin fluor 10, RGS4-Gao reg 104.8, Mcl1 Bid PPI -16.4, ABCB1 block 5.7, Bim-Mcl-1 -3.0, RGS7-Gao reg 104.3 and ABCG2 block 18.1.
COc1ccc(Cl)cc1N1C(=O)C2CCCN2C1c1ccccc1F (stereo not given) was read as Mcl1-Noxa inh 6.6, RGS8-Gao 98.3, GSH fluor 25, Avidin fluor 6, RGS4-Gao reg 94.8, Mcl1 Bid PPI -3.8, ABCB1 block 0.4, Bim-Mcl-1 0.0, RGS7-Gao reg 93.9 and ABCG2 block 1.4.
Screening CCOC(=O)c1c(C)[nH]c(O)c1C=Nc1ccc(Cl)cc1 returned Mcl1-Noxa inh -3.9, RGS8-Gao 98.1, GSH fluor 35, Avidin fluor 9, RGS4-Gao reg 104.0, Mcl1 Bid PPI -66.5, ABCB1 block 0.0, Bim-Mcl-1 1.0, RGS7-Gao reg 98.5 and ABCG2 block 1.1.
`CC1=Nn2c(nc(-c3ccccc3)c2-c2ccccc2)NC(=O)C1Br` (stereo not given) gave Mcl1-Noxa inh 23.4, Pf gametocyte -22.6, RGS8-Gao 93.1, GSH fluor 7, Avidin fluor 13, RGS4-Gao reg 104.1, Mcl1 Bid PPI -2.5, ABCB1 block 0.1, Bim-Mcl-1 2.0, RGS7-Gao reg 102.1 and ABCG2 block 0.0.
Screening O=C(NC1CCCCC1)n1c(=O)oc2ccccc21 returned Mcl1-Noxa inh 9.3, Pf gametocyte -15.4, RGS8-Gao 101.0, GSH fluor 11, Avidin fluor 23, RGS4-Gao reg 96.2, Mcl1 Bid PPI -58.1, ABCB1 block 1.3, Bim-Mcl-1 0.0, RGS7-Gao reg 98.9 and ABCG2 block 4.5.
Screening CN(Cc1ccccc1)c1nc2c(c(=O)[nH]c(=O)n2C)n1C returned Mcl1-Noxa inh 2.2, RGS8-Gao 100.2, GSH fluor 28, Avidin fluor 9, RGS4-Gao reg 100.8, Mcl1 Bid PPI -2.7, ABCB1 block 1.0, RGS7-Gao reg 102.2 and ABCG2 block 3.5.
CCCCOc1ccccc1NC(=O)CSc1nnnn1C(C)(C)C was read as Mcl1-Noxa inh 15.3, Pf gametocyte -9.9, RGS8-Gao 93.6, GSH fluor 25, Avidin fluor 7, RGS4-Gao reg 98.9, Mcl1 Bid PPI -19.9, ABCB1 block 2.4, Bim-Mcl-1 -5.0, RGS7-Gao reg 96.2 and ABCG2 block 33.9.
`CCC(COC)NCc1cn(-c2ccc(F)cc2F)nc1-c1ccccc1C` (stereo not given) gave Mcl1-Noxa inh 10.9, Pf gametocyte -14.9, RGS8-Gao 100.9, GSH fluor 9, Avidin fluor 10, RGS4-Gao reg 101.3, Mcl1 Bid PPI 4.3, ABCB1 block 1.2, Bim-Mcl-1 -5.0, RGS7-Gao reg 102.2 and ABCG2 block 2.1.
`C=CCOc1ccc(CNc2ccc(NC(=O)CCC)cc2)cc1OCC` gave Mcl1-Noxa inh 4.1, Pf gametocyte 2.6, RGS8-Gao 101.7, GSH fluor 14, Avidin fluor 21, RGS4-Gao reg 103.2, Mcl1 Bid PPI -35.7, ABCB1 block 0.8, Bim-Mcl-1 -3.0, RGS7-Gao reg 102.0 and ABCG2 block 3.8.
